WT yeast gro inh: growth inhibition of WT yeast, mitochondrial fusion screen; inhibition, % at 10 µM; mitochondrial fusion phenotypic screen, WT strain; AID 1362; 190,000 compounds, 2.1% hits; in the data active means inhibition above about 58%; tested in S. cerevisiae
Ins promoter up: MIN6 insulin promoter up-regulation; MIN6 insulin promoter-GFP reporter, high-content imaging; hits give high values; z-score at 5 µM; 190,000 compounds, 0.3% hits;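 active means z-score above 3 at 5 µM with at least 500 cells counted in the well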
Dynein transport: blocks dynein driven cargo transport along microtubules. z-score, hits read low. 3617.4 mouse cells, GR-EGFP nuclear translocation imaging; test concentration mostly 20 µM; stimulated with dexamethasone, 1 µM; hits give low values. 220,000 compounds, 0.47% hits. AID 1381;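 active means plate z-score of nuclear minus cytoplasmic receptor signal below a set negative limit, without overly bright fluorescence or cell loss, cut at about -3.5 in these data, passing the limit was not always enough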;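 further: z-score of nuclear minus cytoplasmic ring GR-EGFP intensity difference per well; some compounds called inactive have numbers as strong as hits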
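Schedule: 48 h induction, then 1 h compound, then 30 min agonist, 37 °C. Buffer or medium: tetracycline-free induction medium containing charcoal-stripped FBS. Reagent: 1.0 µM final dexamethasone stimulus. Evaluation: nuclear versus cytoplasmic GR-EGFP signal, averaged per well. Signal: high-content fluorescence imaging after fixation.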
HIV fusion peptide: cell-free HIV fusion peptide-binding blockers – biochemical, uHTS, fluorescence dequenching, primary screen (AID 1986) | cell-free peptide binding, fluorescence dequenching, 30 min; higher % means a stronger effect | inhibition, % at 20 µM, or IC50 in µM where a hit was titrated | 290,000 compounds, 0.3% hits; in the data active means inhibition mostly above about 52%, no sharp cut-off; inactive means mostly below about 76%; further: some results filed as inactive read as strong as hits
b-catenin transl: modulators of beta-catenin nuclear translocation; nuclear translocation activity, % at 5 µM; 190,000 compounds, 0.3% hits; HeLa beta-catenin nuclear translocation, immunofluorescence imaging;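 active means nuclear translocation activity above 50% at 5 µM, with a well cell count of 50 or more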;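 further: per-cell ratio of nuclear to cytoplasmic median beta-catenin stain intensity; plate controls were DMSO negative control for no effect and GSK-3 inhibitor IX positive control for full effect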
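System: HeLa cells, endogenous beta-catenin; compound dosing: 5 µM primary single dose, 0.1% DMSO, 0.02–20 µM confirmation series; incubation: 24 h compound exposure at 37°C, 5% CO2; signal: beta-catenin immunofluorescence imaging with DAPI; evaluation: % activation, nuclear-to-cytoplasmic median beta-catenin signal ratio per cell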
AID2073: disruptors of CaV2.2 binding to Mint1 – biochemical, HTRF (AID 2073) | HTRF protein-protein interaction, Mint1-CaV2.2; higher % means a stronger effect | inhibition, % at 20 µM, or IC50 in µM where a hit was titrated | 290,000 compounds, 0.19% hits; in the data active means inhibition mostly above about 51%, no sharp cut-off; further: some results filed as inactive read as strong as hits
Yfh1-off respiration: enhancers of respiration in Yfh1-depleted yeast, dose response, Friedreich's ataxia, plus single-dose screen (AID 1465) | 220,000 compounds, 0.074% hits | one-dose fold induction at 50 µM; EC50 in µM for titrated hits | S. cerevisiae Yfh1-off respiration, WST-1 reduction, 72 h; higher fold induction means a stronger effect;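 active means fold induction of absorbance versus untreated yeast above a set limit, then at least 30% activation at any dose in follow-up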;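 further: activators that raise dye reduction in frataxin-depleted yeast; strong numbers were not always called active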
MT stabilize HCS: microtubule stabilizers in HeLa cells; HeLa tubulin immunostaining HCS, 24 h; share of cells brighter than vehicle mean+2SD; % tubulin-high responders, % at 10 µM; 200,000 compounds, 0.83% hits; AID 2205;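 active means plate Z-score above 3 for both tubulin-high and condensed-nucleus cell shares, with cell loss under 80%, at 10 µM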;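 further: anti alpha tubulin signal scored within the nucleus-defined area of each cell; some results filed as inactive read as strong as hits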
Autophagy mod: autophagy modulation, high-content screen; 190,000 compounds, 0.98% hits; calls only at 10 µM (by protocol); MEF GFP-LC3 puncta imaging; test concentration mostly 10 µM;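 active means percentage of spot-positive cells more than 3 SD above its plate mean, without a fluorescence outlier flag or 80% toxicity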;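 further: spot-positive cell cutoff set from DMSO-treated cells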
WT yeast gro inh mutant strain: also measured in WT yeast gro inh; calls as there; inhibition, %; mitochondrial fusion phenotypic screen, mutant strain inhibition
Dynein transport cytoplasmic EGFP: second read-out of Dynein transport, no call of its own (marks repeat the call); z-score; measured here: cytoplasmic GR-EGFP intensity; hits give high values
Dynein transport nuclear GR-EGFP: also measured in Dynein transport; calls as there; z-score; measured here: nuclear GR-EGFP intensity;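 lower value marks the stronger effect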
Dynein transport cell count: also measured in Dynein transport; calls as there; z-score; measured here: cell count per field
Ins promoter up cell count: second read-out of Ins promoter up, no call of its own (marks repeat the call); cell count; measured here: cytotoxicity, nuclei count;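 total cells summed across four imaged fields per well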
b-catenin transl cell count 5 µM: also measured in b-catenin transl; calls as there; cell count; measured here: cell count, cytotoxicity flag
MT stabilize HCS Hoechst-high %: second read-out of MT stabilize HCS, no call of its own (marks repeat the call); % Hoechst-high responders; measured here: nuclear condensation Hoechst responders;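 share of cells brighter than vehicle mean plus two SD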
MT stabilize HCS cytotoxicity %: further read-out of MT stabilize HCS, marked with its call; toxicity, %; measured here: cytotoxicity by cell density;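 0% = mean cell density of plate MIN control wells and 100% = no cells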
Autophagy mod cell loss 18 h: second read-out of Autophagy mod, no call of its own (marks repeat the call); toxicity, %; measured here: cell loss, nuclei count;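 cell loss after 18 h compound exposure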
* marks the source's active call; other numbers are inactive results; i = inactive; nt = not tested or not shown.

SMILES	WT yeast gro inh	WT yeast gro inh mutant strain	Ins promoter up	Ins promoter up cell count	Dynein transport	Dynein transport cytoplasmic EGFP	Dynein transport nuclear GR-EGFP	Dynein transport cell count	HIV fusion peptide	b-catenin transl	b-catenin transl cell count 5 µM	AID2073	Yfh1-off respiration	MT stabilize HCS	MT stabilize HCS Hoechst-high %	MT stabilize HCS cytotoxicity %	Autophagy mod	Autophagy mod cell loss 18 h
Cc1cccc(-n2c(O)c(/C=C/C=Nc3ccccc3)c(=O)[nH]c2=O)c1	-5	-3	0.63	1357	-0.095	0.28	0.44	-0.23	147%	-1.4	1025	2%	i	1.2	1.5	2.4	i	13
CCc1ccc2c(CN3CC=C(c4ccccc4)CC3)cc(=O)oc2c1	28	8	-0.18	1372	-0.16	-0.16	-0.35	-0.16	3.2%	nt	nt	-2%	i	2.5	1.2	5.1	i	14
O=c1[nH]c(=O)n(CCC2=CCCCC2)c(O)c1C=NC1CCN(Cc2ccccc2)CC1	13	23	0.02	1269	1.5	-0.089	0.74	-0.55	6.9%	0.0	1106	-4%	i	2.0	0.7	6.9	i	-6
Cc1ccccc1-n1c(O)c(/C=N/Nc2nc3c(c(=O)n(C)c(=O)n3C)n2C)c(=O)[nH]c1=S	-11	-23	0.25	1329	-0.65	0.42	-0.42	-0.4	9.9%	-0.1	952	-6%	i	4.0	1.5	7.0	i	3
CC12CN3CCN(CC(C3)C1O)C2 (stereo not drawn)	0	10	1.2	930	0.54	-0.27	0.33	-0.44	-2.7%	-0.1	1202	3%	i	5.2	3.9	7.2	i	-2
COC1CCCCC1NCCc1ccccc1 (stereo not drawn)	-30	3	0.56	1595	0.74	-0.21	0.27	-0.27	1.0%	5.3	811	0%	i	3.9	2.2	7.4	i	-1
Cc1cc(Br)c(NC(=O)CN2CC=C(c3ccccc3)CC2)c(Br)c1	37	1	-1.4	1374	-1.5	-0.14	-0.62	-0.11	0.4%	1.5	1065	-3%	i	2.7	2.1	9.2	i	-3
O=C1NC(=O)N(c2ccc(F)cc2)C(=O)/C1=C/c1ccsc1	-5	5	-0.34	1342	1.9	-0.3	1.2	0.07	3.0%	-2.8	1152	39%	i	7.8	2.7	11	i	37
O=C1C2CCN(CC2)C12CC2c1ccc(C(F)(F)F)cc1 (stereo not drawn)	nt	nt	nt	nt	-0.055	-0.22	-0.15	-0.43	-0.5%	1.0	1226	-13%	i	nt	nt	nt	nt	nt
CCCCCCC(=O)c1c(O)n(-c2ccccc2OC)c(=O)[nH]c1=O (tested in a mixture with another compound)	nt	nt	nt	nt	1.2	-0.21	1.1	-0.51	0.7%	0.0	1343	6%	i	nt	nt	nt	nt	nt
Cc1cc(Br)ccc1N1C(=O)CC(=O)NC1=O	11	1	0.14	1347	0.47	-0.29	0.87	-0.13	-2.1%	1.4	1117	-3%	i	2.7	1.5	5.4	i	-6
O=C(CN1CC=C(c2ccccc2)CC1)NC(=O)NC1CCCCC1	11	5	-0.04	1000	0.053	-0.15	0.29	-0.54	0.3%	1.3	1143	-6%	i	1.3	1.4	2.0	i	23
O=C1NC(=O)C2(Cc3ccccc3N3CCCC32)C(=O)N1c1ccc(Cl)cc1 (stereo not drawn)	4	0	0.08	1046	-0.81	-0.22	-0.24	0.51	-0.7%	2.3	720	1%	i	4.4	0.8	4.2	i	-5
CCOC(=O)C1=C(N)Oc2c(c(=O)oc3ccccc23)C12C(=O)N(C)c1ccccc12 (stereo not drawn)	-8	10	0.3	1342	0.46	-0.25	0.49	-1.1	-2.6%	-4.4	1053	-6%	i	3.8	1.4	8.2	i	-6
CCOP(=O)(OCC)C(O)c1cccnc1 (stereo not drawn)	nt	nt	-0.17	1041	-0.11	-0.1	0.28	0.11	-0.4%	0.4	1252	-3%	i	nt	nt	nt	nt	nt
CCOC(=O)c1nc2ccccc2c(=O)n1-c1ccc(C)cc1C	2	-8	-0.19	1531	0.13	-0.14	0.18	-0.68	0.1%	1.3	1046	-5%	i	8.3	1.7	9.9	i	-2
Cc1onc(-c2c(Cl)cccc2Cl)c1C(=O)Nc1ccc2c(C(F)(F)F)cc(=O)oc2c1	nt	nt	0.02	1045	-0.4	-0.033	-0.25	0.73	-2.7%	-0.3	1348	40%	i	nt	nt	nt	nt	nt
CN1C(=O)C(=Cc2cc([N+](=O)[O-])ccc2N2CCCCC2)C(=O)N(C)C1=O	8	10	nt	nt	-0.59	0.73	-0.054	0.92	3.1%	-2.9	570	11%	i	2.7	1.9	3.8	i	26
CCNC(=O)C1OC(n2cnc3c(N)ncnc32)C(O)C1O (stereo not drawn)	nt	nt	nt	nt	0.45	-0.36	0.23	-1.2	nt	nt	nt	nt	i	2.9	2.0	9.6	i	-11
CCc1cccc(CC)c1NC(=S)N1CC2CC(C1)c1cccc(=O)n1C2 (stereo not drawn)	4	0	0.68	1514	1.3	-0.2	0.3	-1.3	-1.8%	-0.1	1070	1%	i	1.6	2.8	5.7	i	1
Nc1c(C(=O)NCc2ccco2)c2nc3ccccc3nc2n1CCN1CCCCC1	8	4	-0.62	1153	2.5	0.2	1.7	-2.4	22%	nt	nt	46%	i	4.5	2.6	9.2	i	-10
COc1ccc(Cl)cc1NC1=NCC(C)S1 (stereo not drawn)	10	9	-4.1	656	0.39	-0.16	0.61	-1.6	-2.5%	-1.3	1043	5%	i	3.9	2.0	6.1	i	-17
C[C@@H]1C2C[C@@]34COC(=O)C3=CC=C[C@H]4[C@@]13C[C@H](c1ccoc1)O[C@@H]3O2	-4	-29	0.28	1331	0.91	-0.18	0.75	0.35	0.6%	nt	nt	0%	i	4.8	1.2	5.7	i	5
COC(=O)C(O)(c1ccc(NC(=O)c2cccs2)c(C)c1)C(F)(F)F (stereo not drawn)	nt	nt	-1.1	980	-0.23	-0.24	-0.15	0.71	0.7%	1.1	1338	13%	i	nt	nt	nt	nt	nt
CCCSc1nc(O)c(CC)c(=O)n1C(C)CC (stereo not drawn)	51	2	-0.38	1335	0.42	-0.23	0.69	0.51	0.4%	0.2	1098	-7%	i	2.8	2.0	5.5	i	-10
CC1CCCCN1CC(=O)c1ccc2cc[nH]c2c1 (stereo not drawn)	9	4	0.64	759	-0.014	-0.2	0.023	0.21	-0.6%	nt	nt	6%	nt	4.9	2.4	4.6	i	0
O=C1NC(=O)N(Cc2ccccc2)C(=O)/C1=C/N1CCCc2ccccc21	-12	1	-0.28	1451	-1.2	0.045	-0.58	1.2	73%	-1.5	1081	4%	i	4.4	2.3	12	i	-17
Clc1cccc(C2NCCc3[nH]cnc32)c1 (stereo not drawn)	10	-13	nt	nt	-0.98	-0.31	-0.23	0.93	-0.7%	nt	nt	9%	i	1.7	1.2	7.6	i	-25
O=c1[nH]c2ccccc2c(=O)n1-c1ccc(Cl)cc1Cl	4	-14	0.29	1256	-0.65	0.34	-0.25	-1.6	-0.1%	-3.8	1144	-2%	i	4.0	3.2	0.7	i	0
Cc1ccc(-c2nc3ccccc3c(=O)n2-c2cc(C)ccn2)cc1	-5	-7	0.45	1086	-0.43	-0.17	-0.082	0.13	-1.9%	-0.9	1439	-3%	i	1.2	1.1	3.1	i	-5
O=C1/C(=C/c2cc3c(cc2Cl)OCO3)N2CCC1CC2	-9	1	-0.09	1313	-1.8	-0.058	-0.58	-0.29	15%	-0.1	987	12%	i	3.2	2.3	3.5	i	7
COC(=O)c1ccc(N2C(=O)CC(N3CCC(n4c(=O)[nH]c5ccccc54)CC3)C2=O)cc1 (stereo not drawn)	11	7	-0.17	1264	-0.037	-0.24	0.21	-0.85	-0.3%	0.3	1154	1%	i	2.6	2.0	4.5	i	3
COc1ccc(/C=C2\C(=O)NC(=S)N(C)C2=O)cc1C	-10	1	-0.01	1378	-0.075	0.16	0.26	-1.2	4.8%	0.1	1021	7%	i	2.5	1.7	13	i	-20
CN1c2ccc([N+](=O)[O-])cc2CC2(C(=O)NC(=O)N(c3ccc(Br)cc3)C2=O)C1c1ccccc1 (stereo not drawn)	9	-10	-0.82	1399	0.016	-0.055	-0.045	1.3	27%	6.7	977	-6%	i	3.1	3.2	8.0	i	-5
O=c1c2ccccc2nc(-c2ccccc2)n1-c1ccncc1	-3	7	nt	nt	-0.38	-0.14	0.18	-0.22	1.9%	-0.5	1088	0%	i	3.0	2.5	12	i	-36
COC1C(OC(=O)c2ccc(C)[nH]2)C(O)C(Oc2ccc3c(O)c(NC(=O)c4ccc(O)c(CC=C(C)C)c4)c(=O)oc3c2Cl)OC1(C)C (stereo not drawn)	nt	nt	0.84	1061	-0.26	-0.18	-0.23	0.048	13µM*	-0.8	1302	5%	i	nt	nt	nt	nt	nt

The list is partial; count on the stated rates, not on these rows.
